# Source: PubChem
# sgs1 mgt1 – NCI yeast anticancer drug screen, S. cerevisiae sgs1 mgt1 strain. growth inhibition, % at 50 µM. AID 161. 78,000 compounds, 10% hits;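 further: 0% = growth of vehicle-only cultures of the same strain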
#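 Test agents were incubated with a DNA-repair-mutant yeast strain. Growth was then read and compared against vehicle-treated controls.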
# yeast mlh1 rad18 – NCI yeast anticancer drug screen, S. cerevisiae mlh1 rad18 strain. 79,000 compounds, 11% hits. % growth inhibition at 50 µM;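 further: 0% = growth of vehicle-only cultures of the same strain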
#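 Genetically defined yeast (DNA repair-deficient) exposed to compounds; growth inhibition determined relative to vehicle.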
# cln2 rad14 – NCI yeast anticancer drug screen, S. cerevisiae cln2 rad14 strain. % growth inhibition at 50 µM. 78,000 compounds, 8.3% hits. AID 165;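 further: 0% = growth of vehicle-only cultures of the same strain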
#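 Growth of compound-exposed yeast (cln2 rad14 genotype) measured and expressed as inhibition relative to vehicle.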
# mec2-1 – NCI yeast anticancer drug screen, S. cerevisiae mec2-1 strain; % growth inhibition at 50 µM; 79,000 compounds, 9% hits; AID 157;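 further: 0% = growth of vehicle-only cultures of the same strain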
#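 Strain: mec2-1 (DNA repair/cell cycle alteration). Compound exposure, then growth measured; inhibition expressed relative to vehicle.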
# yeast rad50 – NCI yeast anticancer drug screen, S. cerevisiae rad50 strain. % growth inhibition at 50 µM. 79,000 compounds, 10% hits;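 further: 0% = growth of vehicle-only cultures of the same strain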
#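 Vehicle-treated cultures provide the reference for the growth inhibition reported for compound-exposed, repair-deficient yeast.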
# yeast bub3 – NCI yeast anticancer drug screen, S. cerevisiae bub3 mutant strain | growth inhibition, % at 50 µM | AID 167 | 78,000 compounds, 9.9% hits;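 further: 0% = growth of vehicle-only cultures of the same strain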
#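 Readout: yeast growth inhibition, expressed relative to vehicle-only wells. The test organism is a mutant strain from a panel with lesions in DNA repair or checkpoint genes.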
# Starred values were filed as active, the others as inactive; / = not tested or not shown; & = joins results of further samples. No stated cut-off is given here; in the data, active means growth inhibition above about 70%; inactive means the rest.
compound,sgs1 mgt1,yeast mlh1 rad18,cln2 rad14,mec2-1,yeast rad50,yeast bub3
CC1(CN2CCCCC2)COc2c(Cl)cc(Cl)cc2C1=O (stereo not drawn),63,59,47,-6,36,48
Oc1ccc(N=Nc2ccccc2)c(O)c1,43,64,-19,29,54,46
CCOC(=O)c1c2c(nc3c1CCC/C3=C\c1ccccc1)/C(=C/c1ccccc1)CCC2,-2,3,3,-7,16,6
CC(=O)C1=CN(C)c2ccccc2[S@@]1=O,14,16,47,4,34,4
CCCCCCCCCC(CC(OC)OCC)OC (stereo not drawn),6,-25,-14,4,11,-3
Cn1c(=S)c2[nH]c(SC3CCCCC3)nc2n(C)c1=O,99*,99*,52,99*,95*,98*
Cn1c(=O)c2[nH]c(SCCN3CCOCC3)nc2n(C)c1=S,-26,-5,14,-47,-23,-66
CN(C)/N=C(\CBr)c1ccc(Br)cc1,-7,-1,14,-30,-21,-12
CCOc1cc2c(cc1C(C)c1ccc(OCc3ccccc3)c(OC)c1)OCO2 (stereo not drawn),-5,2,12,-7,19,-2
CCCCC1(N=[N+]=[N-])C(=O)c2cccc3c2N(CCC3)C1=O (stereo not drawn),30,61,3,31,49,16
CC(=O)OC1C(COC(N)=O)OC(n2c(-c3ccc(C)cc3)cc(-c3ccccc3)c(C#N)c2=O)C(OC(C)=O)C1OC(C)=O (stereo not drawn),5,11,22,7,-18,27
COc1ccc(NC(C)=O)cc1[N+](=O)[O-],-2,6,-13,-8,-5,-18
COc1ccc(-c2c(N)[n+]([O-])c3ccccc3[n+]2[O-])cc1OC,-4,-25,8,-9,2,-18
Fc1ccc(-c2nnc(-c3ccc4ccccc4c3)o2)cc1,21,-1,12,-11,18,36
O=C(CCSCCC(=O)N/N=C/c1ccccc1F)N/N=C\c1ccccc1F,38,22,27,11,23,24
CCOC(=O)C(=O)CC(=O)N(C)c1ccccc1,1,2,8,-3,-1,3
O=C1COCCN1,-13,-4,-17,-8,-2,-17
O=C(O)CSc1cc2c3ccccc3sc2c2ccccc12,99*,98*,94*,98*,96*,80*
N#CC(C#N)SCc1ccccc1,-5,18,6,2,17,9
CC(C)(Sc1cc(Cl)c(Cl)c(Cl)c1)C(=O)OCCN1CCOCC1,99*,97*,98*,100*,98*,99*
Clc1ccc2cc3ccccc3cc2c1,-4,-21,-16,2,-17,6
CC(=O)NC1C(OC(C)=O)OC(COC(c2ccccc2)(c2ccccc2)c2ccccc2)C(O)C1OC(C)=O (stereo not drawn),5,44,41,48,64,47
NC(=O)C(c1ccccc1)C(Cl)c1ccccc1 (stereo not drawn),4,1,-9,2,1,-22
O=Cc1cccc2ccc3cccc(C(=O)O)c3c12,18,-9,13,12,34,30
O=C1CCN2CCC(=O)c3c2c(cc2ccccc32)N1,-4,-13,10,-16,6,-13
C/C=C/[P+](c1ccccc1)(c1ccccc1)c1ccccc1,78*,88*,53,83*,81*,79*
c1ccc(-c2cn3nc(N4CCOCC4)sc3n2)cc1,-21,3,-12,-16,-9,-30
COc1cc(/C=C\C(=O)O)cc(Cl)c1O,-1,8,-5,-10,11,-10
COc1ccc(NC2C(=O)C3(C)CCC2C3(C)C)cc1 (stereo not drawn),-8,-41,-49,-11,-17,12
Nc1cccc2c1C(=O)c1ccc(Cl)cc1C2=O,55,45,-18,72*,94*,85*
Cc1cccc[n+]1C1CCc2ccccc2C1=O (stereo not drawn),17,4,-23,11,2,-21
C=C1C(=O)OC2C1CC(O)/C(C)=C\CCC1(C)OC21 (stereo not drawn),24,-27,-7,-25,0,-6
CN(C)C(c1ccccc1)C1COC2Cc3ccccc3C1O2 (stereo not drawn),-3&10,-24&-7,6&2,-11&-5,-3&-8,-19&-27
O.O.O=S(=O)(O)C(F)(F)F.[NH2-].[NH2-].[NH2-].[NH2-].[Ru+3],-27,-12,-17,2,-18,-27
O=CNc1nc[nH]c1-c1noc(=O)[nH]1,-4,-7,-24,-10,-3,-11
Cn1c(=O)c2c(nc3sc4c(n32)C(=O)c2c(O)ccc(O)c2C4=O)n(C)c1=O,51,-7,55,30,22,41
CC(=O)CC(=O)C(F)(F)F,-20,5,10,-3,14,7
CC(=O)Oc1cccn2c(C(=O)C(=O)c3ccc4c(OC(C)=O)cccn34)ccc12,-13,15,-1,2,5,-5
O=C1OC(C2COC(c3ccccc3)O2)C(O)=C1O (stereo not drawn),7,13,24,-1,34,-6
Nc1c(Br)cc(O)c2c1C(=O)c1ccccc1C2=O,9,10,7,-4,-12,27
CCCCCCCCOC(=O)NCCO,29,64,15,9,45,4
CC1(C)S[C@@H]2[C@H](N3C(=O)c4ccccc4C3=O)CN2[C@H]1NC(=O)N[C@@H]1N2C[C@@H](N3C(=O)c4ccccc4C3=O)[C@H]2SC1(C)C,43,71*,23,64,40,93*
CCCCCCCCCCCCOc1ccc(C(=O)CC(=O)OCC)cc1,21,14,5,8,32,-3
Cc1nn(C(=S)S)c(C)c1N=Nc1ccc(O)cc1,17,19,-17,10,9,5
COc1ccc(OC)c(C#N)c1C#N (tested in a mixture with another compound),0,-7,-42,6,-25,-3
Oc1c[nH]c(=S)s1,-19,-11,-3,-20,-18,-18
Cn1c2c(c3ccccc31)CCN(CCN1CCN(c3cccc(Cl)c3)CC1)C2=O,88*,81*,91*,85*,89*,88*
C=CCOC(=O)Cn1cc(C)c(=O)[nH]c1=O,-8,-12,2,-21,-7,-19
O=C1CCC([N+](=O)[O-])C(c2ccccc2Cl)N1 (stereo not drawn),20,20,-1,-16,11,30
Cc1csc2nc(-c3cccs3)nn12,7,-9,-2,-15,1,-7
CC(CC(CCC(=O)O)(c1ccccc1)c1ccccc1)N(C)C (stereo not drawn),9,13,0,-5,20,8
COCc1nc2c(=O)[nH]c(N)nc2[nH]c1=O,-5,1,0,-4,3,2
CCCCC(CC)/C(C)=N/NC(N)=O (stereo not drawn),-5,-12,-9,10,5,-1
CN(C)CCN1C(=O)c2cccc3cc([N+](=O)[O-])cc(c23)C1=O,-11,/,-26,7,73*,-5
ClC1CC2CC1C1CCCC21 (stereo not drawn),-16,-7,7,-4,-2,5
COC1OC(COC(C)=O)C(OC(C)=O)C(OC(C)=O)C1NC(=O)N(CCCl)N=O (stereo not drawn),-14&-1,-14&-10,20&10,-9&-7,-16&0,16&8

# Gathered by group, those above containing a cyano group
compound,sgs1 mgt1,yeast mlh1 rad18,cln2 rad14,mec2-1,yeast rad50,yeast bub3
CC(=O)OC1C(COC(N)=O)OC(n2c(-c3ccc(C)cc3)cc(-c3ccccc3)c(C#N)c2=O)C(OC(C)=O)C1OC(C)=O (stereo not drawn),5,11,22,7,-18,27
N#CC(C#N)SCc1ccccc1,-5,18,6,2,17,9
COc1ccc(OC)c(C#N)c1C#N (tested in a mixture with another compound),0,-7,-42,6,-25,-3

# (next part)
compound,sgs1 mgt1,yeast mlh1 rad18,cln2 rad14,mec2-1,yeast rad50,yeast bub3
COC(=O)c1cc(C)c(C(=O)O)c(C)c1,27,15,16,22,13,4
O=C(O)C(=O)O.[Co+3].[NH-]C(Cc1ccccc1)C(=O)[O-].[NH-]CCN(CC[NH-])CC[NH-] (stereo not drawn),9,26,23,16,28,3
CNC(=O)N(C)COC,3,-5,-1,-11,-3,-41
CCCCCC/C=C\CCCCCCCCCc1cccc(OC)c1O,-4,12,14,7,18,8
COc1ccccc1NC(=O)c1ccccc1F,0,-10,5,11,-2,-4
CCOC(=O)C1C(=O)CC1(C)C (stereo not drawn),12,22,36,7,12,26
CC(=O)Oc1c2ccccc2c(OC(C)=O)c2ccccc12,-40,-30,-6,-17,-29,-5
COc1cc(/C=C2\CCc3ccccc3C2=O)cc(OC)c1OC,57,34,40,26,44,74*
Oc1ccc2c(c1)-c1ccccc1C2,-4,30,17,3,39,37
C=CCc1c(C)nc(N)[nH]c1=O,-5,-9,-42,2,8,-17
CCCCCCCCCCCCCCCCCCCCCCCCO,1,-7,-60,2,-1,4
Cc1c(N=Nc2ccc(Cl)cc2)c(-c2ccccc2)n(C2OC(CO)C(O)C(O)C2O)c(=S)c1C#N (stereo not drawn),97*,97*,97*,97*,97*,97*
COc1cc(/C=N/Nc2nnc3c4ccccc4c4ncccc4c3n2)cc(OC)c1OC,34,56,48,22,93*,7
CC(=O)OC1CCCCCCCCCCC12OCCO2 (stereo not drawn),74*,92*,64,63,30,83*
CC(C)CC(CC(C)C)OC(=O)C(O)c1ccccc1 (stereo not drawn),10,51,15,25,14,-6
CC(=O)Nc1ccc(S(=O)(=O)N/N=c2/sc3ccccc3n2C)cc1,16,-4,20,-12,-11,14

# Looked up above:
# CC(C)CC(CC(C)C)OC(=O)C(O)c1ccccc1 (stereo not drawn) in cln2 rad14 → 15
# CC(=O)Nc1ccc(S(=O)(=O)N/N=c2/sc3ccccc3n2C)cc1 in yeast bub3 → 14
# CCCCCCCCCCCCCCCCCCCCCCCCO in cln2 rad14 → -60
# COc1cc(/C=N/Nc2nnc3c4ccccc4c4ncccc4c3n2)cc(OC)c1OC in mec2-1 → 22
# Oc1ccc2c(c1)-c1ccccc1C2 in mec2-1 → 3
# CC(=O)OC1CCCCCCCCCCC12OCCO2 (stereo not drawn) in sgs1 mgt1 → 74*

# (cont.)
compound,sgs1 mgt1,yeast mlh1 rad18,cln2 rad14,mec2-1,yeast rad50,yeast bub3
N#CC(C#N)=C/C=C/c1ccccc1[N+](=O)[O-],57,35,34,19,46,19
C=CC1(c2ccc(Cl)c(Cl)c2)OCCO1,15,25,-6,16,-11,10
ClCCCCCc1c2nc(c(CCCCCCl)c3ccc([nH]3)c(CCCCCCl)c3ccc([nH]3)c(CCCCCCl)c3nc1C=C3)C=C2,-21,-47,4,-19,-14,5
CC1=C(C(=O)Nc2ccccc2C)C(c2ccco2)C(C(=O)Nc2ccccc2C)=C(C)N1,29,-6,45,4,34,1
CCCCCCCCCc1cc[n+](C2=C([O-])C3=C(C(=O)C2=O)C2c4ccccc4C3c3ccccc32)cc1,80*,60,46,51,44,54
CCOC(=O)NN1C(=O)c2cccc3c([N+](=O)[O-])ccc(c23)C1=O,94*,86*,88*,62,86*,78*
Cc1cc2nc(CS)[nH]c2cc1C,71*,44,43,52,66,56
Nc1nc2ccc([N+](=O)[O-])cc2s1,11,-8,-18,-6,6,-13
CCCCCCCCCCCCCCCO,-2,8,-7,-20,0,-7
CC(=O)Nc1c(Cl)c(Cl)c2c(c1Cl)Cc1cc([N+](=O)[O-])ccc1-2,8,2,-9,-13,9,3
O=c1[nH]c(=O)n(C2OC(CO)C(O)C2O)c2ncncc12 (stereo not drawn),-1&31,-26&-40,9&5,5&6,12&3,-30&16
CCOC(=O)NC(NC1=NCCS1)(C(=O)OCC)C(F)(F)F (stereo not drawn),1,-36,21,-4,-14,8
O=C(O)CCc1c(F)c(F)c(F)c(F)c1F,20,24,22,-17,12,23
O=C(O)CSc1nc2ccc(Cl)cc2[nH]1,2,-27,0,-1,-12,2
Cc1cc(C)c(/C(O)=C/C(=S)N2CCOCC2)c(C)c1,43,33,-33,14,34,-15
COC(=O)C1=NNCC1C(=O)N1Cc2cc3ccccc3nc2C1 (stereo not drawn),2,11,16,8,-3,-3
Cc1ccc(S(=O)(=O)NC(CCC(=O)Nc2ccccc2)C(=O)O)cc1 (stereo not drawn),21,41,22,19,13,96*
COc1ccc(N2CSC(=S)N(c3ccc(OC)cc3)C2)cc1,/,-1,/,-37,-11,/
COc1ccc(N=C2C(=O)Nc3ccc(Br)cc32)cc1,29,27,-8,11,14,82*
O=C1c2ccccc2C(=O)N1n1c(Cc2ccccc2)n[nH]c1=O,-42,-16,-11,-28,-16,-16
Nc1nc(=S)c2c(ncn2CCO)[nH]1,15,4,3,-32,-25,-16
N=c1c2c(ncn1Cc1ccccc1)CCN(Cc1ccccc1)C2,55,28,18,19,33,12
COc1c(O)cc2oc(-c3ccc(O)cc3)cc(=O)c2c1O,30,0,11,-6,11,16
CCOC(=O)/C=C(\C)c1ccc(Cl)cc1,-2,15,4,-19,4,-10
CCOC(=O)c1[nH]n(-c2ccccc2)c(=O)c1C=NC(C)=S,-17,-19,7,-26,-32,-12
O=C(O)CNC(=O)c1cc([N+](=O)[O-])cc([N+](=O)[O-])c1,17,13,-12,12,-7,13
CN(C)C=S,-10,-4,-13,2,-5,-13
Cc1c(-c2ccccc2)nnn1-c1ccc(F)c(Cl)c1,-9,-12,-10,-27,-16,7
CCCCCCCCC(=O)c1ccc(N=Nc2ccc(OCC)cc2)cc1,-6,-15,-9,13,-6,3
